Screens (PubChem)
Rev-erbA mod: Rev-erb alpha (human) modulation; P20393; Rev-erbα–FITC-DNA binding, fluorescence polarization, 90 min; activity, % at 10 µM; 370,000 compounds, 0.79% hits;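 active = activity above about 14%, limit read from the data; passing the limit was not always enough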;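 also: 0% = DMSO wells with 35 nM protein and 100% = DMSO wells with 750 nM protein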
ADAM17 inh: ADAM17 inhibition, QFRET primary screen | P78536 | recombinant ADAM17, EDANS/DABCYL FRET peptide cleavage | inhibition, % at 6.95 µM | 370,000 compounds, 0.83% hits;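 active = inhibition above the mean of compounds lying between control limits plus 3 SD, set per campaign, cut at about 8.5% in these data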;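 also: 0% = DMSO-only wells as the low control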
Target sequence (P78536 215-824 limits assumed): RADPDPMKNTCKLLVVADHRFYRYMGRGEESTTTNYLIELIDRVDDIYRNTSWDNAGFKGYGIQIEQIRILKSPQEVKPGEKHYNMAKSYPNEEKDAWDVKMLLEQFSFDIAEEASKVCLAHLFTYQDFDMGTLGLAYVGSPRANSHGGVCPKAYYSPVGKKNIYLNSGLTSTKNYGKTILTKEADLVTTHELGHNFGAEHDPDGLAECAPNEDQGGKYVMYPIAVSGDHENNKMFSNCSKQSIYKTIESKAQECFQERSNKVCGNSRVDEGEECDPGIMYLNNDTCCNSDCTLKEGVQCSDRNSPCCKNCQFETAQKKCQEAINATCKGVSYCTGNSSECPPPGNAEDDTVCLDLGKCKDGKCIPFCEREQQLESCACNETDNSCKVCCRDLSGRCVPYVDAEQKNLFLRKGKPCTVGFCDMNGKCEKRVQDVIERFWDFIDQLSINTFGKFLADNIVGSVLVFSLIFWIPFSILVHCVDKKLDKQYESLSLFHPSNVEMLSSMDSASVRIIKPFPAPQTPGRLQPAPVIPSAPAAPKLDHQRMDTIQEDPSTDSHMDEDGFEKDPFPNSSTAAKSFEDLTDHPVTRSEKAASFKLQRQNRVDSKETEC
SMARCA2 act: activators of SMARCA2 function | MG213 cells, MMTV-luciferase reporter, dexamethasone, overnight | activation, % at 9.1 µM | 370,000 compounds, 1% hits; in the data active = activation above about 7.8%;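 also: 0% = vehicle wells and 100% = reference activator wells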
hcDAF12 agonist: activates DAF-12 receptor from parasite H. contortus; HEK293 hcDAF-12 lit1-tk-luc reporter, luminescence; 0% DMSO, 100% Δ7-dafachronic acid; activation, % at 6.8 µM; 370,000 compounds, 1.4% hits; AID 652067;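 active = activation above the mean of all tested compounds plus 3 SD, cut at about 5.5% in these data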;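 also: 100% = response to 3 µM Δ7-dafachronic acid high control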
DAX1 inh-1: blocks DAX1 repression of SF-1 activated StAR promoter | HEK293T StAR-luciferase reporter, SF-1/DAX-1 repression relief | inhibition, % at 6.8 µM | 370,000 compounds, 1.1% hits | AID 652010;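 active = inhibition above the mean over all tested compounds plus 3 SD, cut at about 3.6% in these data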;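 also: 0% = DAX-1 cells with DMSO and 100% = cells lacking DAX-1 with DMSO; higher inhibition means more luminescence from relief of DAX-1 repression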
ssDAF12 agonist: S. stercoralis DAF-12 activation, primary screen; activation, % at 6.8 µM; 370,000 compounds, 1% hits; HEK293 ssDAF-12/GRIP1 lit1-tk-luc reporter, luminescence; % of 3 µM dafachronic acid response;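 active = activation above the mean over all tested compounds plus 3 SD, cut at about 0.9% in these data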;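 also: 0% = DMSO-only wells and 100% = 3 µM delta7-dafachronic acid wells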
DAX1 inh-2: inhibits human nuclear receptor DAX1; P51843; HEK293 Gal4-DAX1 luciferase reporter, luminescence; inhibition, % at 6.75 µM; 340,000 compounds, 0.99% hits; AID 504766;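 active = inhibition above the mean over all tested compounds plus 3 SD, cut at about 4.2% in these data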;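 also: 0% = DAX1-transfected cells with DMSO and 100% = empty-vector control cells with DMSO; inhibition shows as a rise in luminescence from relieved DAX1 repression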
Target sequence (P51843 207-470 limits assumed): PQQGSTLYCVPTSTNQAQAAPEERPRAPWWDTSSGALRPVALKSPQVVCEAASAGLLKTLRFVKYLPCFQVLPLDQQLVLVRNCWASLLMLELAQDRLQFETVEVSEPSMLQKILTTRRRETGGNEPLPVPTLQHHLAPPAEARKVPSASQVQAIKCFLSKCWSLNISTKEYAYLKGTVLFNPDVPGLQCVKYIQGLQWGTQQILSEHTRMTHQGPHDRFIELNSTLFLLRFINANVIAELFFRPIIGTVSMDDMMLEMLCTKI
PLCb3 inh: PLC-beta3 (human) inhibition, primary screen. inhibition, % at 12.2 µM. Purified PLC-beta3, fluorogenic substrate, fluorescence. AID 720704. 370,000 compounds, 0.18% hits; in the data active = inhibition above about 11%;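 also: 0% = median of compound wells on plate and 100% = full blocker control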
hgDAF-12 ag: agonists of H. glycines DAF-12 nuclear receptor. activation, % at 6.8 µM. HEK293 GAL4-hgDAF12 UAS-luciferase reporter, agonist luminescence; normalized to butyrate control. 370,000 compounds, 1.8% hits;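 active = activation above a cutoff set at the mean of all screened compounds plus 3 SD, cut at about 10% in these data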;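 also: 0% = DMSO wells and 100% = sodium butyrate wells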
PLC-gamma1 inh: blocks human PLC-gamma1 enzyme activity. P19174. 370,000 compounds, 0.84% hits. inhibition, % at 12.2 µM. purified PLC-gamma1, fluorogenic substrate, fluorescence; in the data active = inhibition above about 9.5%
MBD2 inh: inhibitors of human MBD2 binding to methylated oligonucleotide; Q9UBB5; TR-FRET; inhibition, % at 4.4 µM; 370,000 compounds, 0.31% hits; AID 686964; in the data active = inhibition above about 13%
Active calls of the source: *.

Screening COC(=O)Cc1[nH]nc2c1C1(C(=O)N(Cc3ccccc3)c3ccccc31)C(C#N)=C(N)O2 (stereo not drawn) returned Rev-erbA mod 7, ADAM17 inh 0, SMARCA2 act -2, hcDAF12 agonist -1.5, DAX1 inh-1 0.6, ssDAF12 agonist -1.1, DAX1 inh-2 1.4, PLCb3 inh 2, hgDAF-12 ag -2.2, PLC-gamma1 inh -1 and MBD2 inh -4.
O=C(CCS(=O)(=O)c1cccs1)Nc1ccc(C(=O)NC2CCCC2)cc1 was read as Rev-erbA mod -1, ADAM17 inh -8, SMARCA2 act 3, hcDAF12 agonist -2.0, DAX1 inh-1 -0.5, ssDAF12 agonist -1.8, DAX1 inh-2 -1.5, PLCb3 inh -4, hgDAF-12 ag 1.9, PLC-gamma1 inh 0 and MBD2 inh 0.
COc1ccc(C2N(c3ccc(F)cc3)C(=O)C3CCCN32)cc1 (stereo not drawn) was read as Rev-erbA mod 7, ADAM17 inh -3, SMARCA2 act 0, hcDAF12 agonist 0.1, DAX1 inh-1 1.3, ssDAF12 agonist -1.1, DAX1 inh-2 5.2*, PLCb3 inh -2, hgDAF-12 ag 4.3, PLC-gamma1 inh 0 and MBD2 inh 4.
`COCc1nnc(NS(=O)(=O)c2ccc(C)cc2)s1` gave Rev-erbA mod 5, ADAM17 inh -3, SMARCA2 act -3, hcDAF12 agonist 0.7, DAX1 inh-1 0.0, ssDAF12 agonist -0.5, DAX1 inh-2 4.4*, PLCb3 inh 4, hgDAF-12 ag 1.3, PLC-gamma1 inh 2 and MBD2 inh 1.
CN(C)c1ccc(CN(C)C2CCCCC2)cc1 was read as Rev-erbA mod 2, ADAM17 inh -2, SMARCA2 act -1, hcDAF12 agonist -0.9, DAX1 inh-1 0.1, ssDAF12 agonist -0.6, DAX1 inh-2 -0.6, PLCb3 inh 0, hgDAF-12 ag 2.2, PLC-gamma1 inh -1 and MBD2 inh -5.
`NS(=O)(=O)c1ccc(CCNC(=O)C(=O)NCC2OCCN2S(=O)(=O)c2ccc(Cl)cc2)cc1` (stereo not drawn) gave Rev-erbA mod 0, ADAM17 inh -2, SMARCA2 act -1, hcDAF12 agonist -0.7, DAX1 inh-1 -1.1, ssDAF12 agonist -1.5, DAX1 inh-2 1.5, PLCb3 inh 2, hgDAF-12 ag -1.8, PLC-gamma1 inh -1 and MBD2 inh 3.
For CCOc1ccc2nc3ccc4[nH]onc4c3c2c1 the results were Rev-erbA mod 1, ADAM17 inh -71, SMARCA2 act 2, hcDAF12 agonist -1.6, DAX1 inh-1 -0.9, ssDAF12 agonist -1.6, DAX1 inh-2 -1.6, PLCb3 inh inactive, hgDAF-12 ag 2.9, PLC-gamma1 inh inactive and MBD2 inh -2.
Screening Cc1c(Cl)cnc(NC(=O)COC(=O)[C@H](C)NC(=O)c2ccccc2)c1Cl returned Rev-erbA mod -12, ADAM17 inh -2, SMARCA2 act 1, hcDAF12 agonist -0.3, DAX1 inh-1 1.6, ssDAF12 agonist -0.8, DAX1 inh-2 -0.1, PLCb3 inh -17, hgDAF-12 ag 0.4, PLC-gamma1 inh -9 and MBD2 inh -2.
Screening CC1=C(C(=O)OC(C)C)C(c2ccncc2)n2ncnc2N1 (stereo not drawn) returned Rev-erbA mod 3, ADAM17 inh -2, SMARCA2 act 1, hcDAF12 agonist 0.5, DAX1 inh-1 -0.1, ssDAF12 agonist -1.6, DAX1 inh-2 0.1, PLCb3 inh 2, hgDAF-12 ag -0.9, PLC-gamma1 inh -2 and MBD2 inh -5.
For Cc1nc(CSc2ccc(Cl)cc2)cc(NCc2ccccc2)n1 the results were ADAM17 inh 6, SMARCA2 act 1, hcDAF12 agonist -0.9, DAX1 inh-1 1.0, ssDAF12 agonist -0.9, DAX1 inh-2 1.3, PLCb3 inh -3, hgDAF-12 ag 2.4, PLC-gamma1 inh 7 and MBD2 inh -6.
For CC(=O)C1C=CC(C)(C(=O)O)C2C=C(C)C(=O)C(C)(O)C12 (stereo not drawn) the results were Rev-erbA mod -5, ADAM17 inh -2, SMARCA2 act -2, hcDAF12 agonist 0.9, DAX1 inh-1 0.3, ssDAF12 agonist -0.3, DAX1 inh-2 4.1, PLCb3 inh -3, hgDAF-12 ag 1.0, PLC-gamma1 inh -1 and MBD2 inh -5.
For CN1CCC(=O)N([C@H](CSc2ccccc2)c2ccccc2)CC1 the results were Rev-erbA mod -5, ADAM17 inh -4, SMARCA2 act 1, hcDAF12 agonist 0.5, DAX1 inh-1 0.2, ssDAF12 agonist -0.6, DAX1 inh-2 2.0, PLCb3 inh -3, hgDAF-12 ag 0.8, PLC-gamma1 inh -2 and MBD2 inh 6.
Screening O=C(NCc1ccc2c(c1)OCO2)C1CCN(C(=O)Nc2ccc(Cl)cc2)CC1 returned Rev-erbA mod -1, ADAM17 inh -1, SMARCA2 act -2, hcDAF12 agonist 0.2, DAX1 inh-1 0.2, ssDAF12 agonist -1.3, DAX1 inh-2 1.2, PLCb3 inh 4, hgDAF-12 ag -1.2, PLC-gamma1 inh 1 and MBD2 inh -5.
Screening O=C(N=C1SC2CS(=O)(=O)CC2N1c1ccccc1Cl)C1CCCO1 (stereo not drawn) returned Rev-erbA mod -8, ADAM17 inh -4, SMARCA2 act -3, hcDAF12 agonist -0.8, DAX1 inh-1 0.0, ssDAF12 agonist -1.3, DAX1 inh-2 0.7, PLCb3 inh -9, hgDAF-12 ag 2.7, PLC-gamma1 inh 0 and MBD2 inh 3.
Screening COC(=O)CCC(=O)Nc1cccc2ccccc12 returned Rev-erbA mod 5, ADAM17 inh -1, SMARCA2 act 0, hcDAF12 agonist 0.4, DAX1 inh-1 -0.6, ssDAF12 agonist -0.7, DAX1 inh-2 0.0, PLCb3 inh -3, hgDAF-12 ag 3.7, PLC-gamma1 inh -4 and MBD2 inh -2.
`CCc1ccc(NC(=O)/C(C#N)=C/c2cc3ccc(C)cc3nc2N2CCOCC2)cc1` gave Rev-erbA mod 10, ADAM17 inh 0, SMARCA2 act -5, hcDAF12 agonist 3.6, DAX1 inh-1 0.1, ssDAF12 agonist -1.0, DAX1 inh-2 0.6, PLCb3 inh -11, hgDAF-12 ag 1.5, PLC-gamma1 inh -11 and MBD2 inh -1.
Screening COC(=O)c1ccc(C(=O)NCCCCO)cc1 returned Rev-erbA mod 0, ADAM17 inh -2, SMARCA2 act -1, hcDAF12 agonist -1.0, DAX1 inh-1 0.7, ssDAF12 agonist -1.6, DAX1 inh-2 0.7, PLCb3 inh -1, hgDAF-12 ag -1.8, PLC-gamma1 inh 3 and MBD2 inh 3.
`CCN1CCN(S(=O)(=O)c2ccc(Cl)c(C(=O)N(C)C(c3ccccc3)c3ccccc3)c2)CC1` gave Rev-erbA mod 1, ADAM17 inh 0, SMARCA2 act -2, hcDAF12 agonist -2.6, DAX1 inh-1 -0.7, ssDAF12 agonist -1.4, DAX1 inh-2 -1.2, PLCb3 inh -4, hgDAF-12 ag -1.4, PLC-gamma1 inh 3 and MBD2 inh -4.
Cc1ccc(/C=C2\SC(=S)N(CCCC(=O)Nc3ccccc3C(=O)O)C2=O)cc1 was read as Rev-erbA mod -13, ADAM17 inh -6, SMARCA2 act -8, hcDAF12 agonist -6.3, DAX1 inh-1 -4.0, ssDAF12 agonist -2.2, DAX1 inh-2 -1.7, PLCb3 inh -8, hgDAF-12 ag -9.3, PLC-gamma1 inh 5 and MBD2 inh 0.
Screening Cc1ccc(NC(=O)COC(=O)C2CCC2)cc1S(=O)(=O)N1CCOCC1 returned Rev-erbA mod -7, ADAM17 inh -1, SMARCA2 act 0, hcDAF12 agonist -1.4, DAX1 inh-1 -0.4, ssDAF12 agonist -1.0, DAX1 inh-2 1.1, PLCb3 inh 1, hgDAF-12 ag -2.3, PLC-gamma1 inh 0 and MBD2 inh 0.
For N#Cc1c(-c2ccc(F)cc2)noc1N the results were Rev-erbA mod -2, ADAM17 inh -1, SMARCA2 act 1, hcDAF12 agonist -1.2, DAX1 inh-1 0.2, ssDAF12 agonist -0.6, DAX1 inh-2 1.0, PLCb3 inh 0, hgDAF-12 ag -1.2, PLC-gamma1 inh 2 and MBD2 inh -1.
`CCOC(=O)N1CCN(c2nnc(-c3ccccc3)c3ccccc23)CC1` gave Rev-erbA mod -1, ADAM17 inh -2, SMARCA2 act -4, hcDAF12 agonist -3.3, DAX1 inh-1 0.4, ssDAF12 agonist -2.1, DAX1 inh-2 -0.6, PLCb3 inh -4, hgDAF-12 ag -2.9, PLC-gamma1 inh -2 and MBD2 inh 1.
`CCCNC(=O)C1(C)CCN(Cc2cc3ccccc3o2)C1` (stereo not drawn) gave Rev-erbA mod 3, ADAM17 inh -6, SMARCA2 act -3, hcDAF12 agonist 1.0, DAX1 inh-1 0.1, ssDAF12 agonist -1.3, PLCb3 inh 0, hgDAF-12 ag 1.4, PLC-gamma1 inh 1 and MBD2 inh -2.
For COc1cc(/C=N/n2c(-c3cc(-c4ccccc4)n[nH]3)n[nH]c2=S)ccc1OCc1ccccc1 the results were Rev-erbA mod -6, ADAM17 inh 0, SMARCA2 act 4, hcDAF12 agonist 0.0, DAX1 inh-1 1.4, ssDAF12 agonist -0.3, PLCb3 inh -5, hgDAF-12 ag 6.9, PLC-gamma1 inh 0 and MBD2 inh 5.
For NCCCCCC(=O)Nc1ccncc1 the results were Rev-erbA mod 2, ADAM17 inh 1, SMARCA2 act -1, hcDAF12 agonist -0.4, DAX1 inh-1 0.1, ssDAF12 agonist -1.3, DAX1 inh-2 -1.0, PLCb3 inh -4, hgDAF-12 ag -0.9, PLC-gamma1 inh -1 and MBD2 inh 3.
For COc1cccc(NC(=O)CN(C)C(=O)CSc2ncnc3sc(C)c(C)c23)c1 the results were Rev-erbA mod 3, ADAM17 inh -3, SMARCA2 act 1, hcDAF12 agonist -0.3, DAX1 inh-1 0.2, ssDAF12 agonist -0.7, DAX1 inh-2 -0.9, PLCb3 inh 3, hgDAF-12 ag -3.1, PLC-gamma1 inh -4 and MBD2 inh 7.
CN1CC(=O)Nc2ccc([N+](=O)[O-])cc2C1=O was read as Rev-erbA mod 4, ADAM17 inh 2, SMARCA2 act 2, hcDAF12 agonist 0.1, DAX1 inh-1 -0.5, ssDAF12 agonist -0.7, DAX1 inh-2 -1.0, PLCb3 inh -4, hgDAF-12 ag -0.4, PLC-gamma1 inh -2 and MBD2 inh -2.
`S=C(Nc1ccc(Br)cc1)NC1CCCCC1` gave Rev-erbA mod 2, ADAM17 inh 3, SMARCA2 act 2, hcDAF12 agonist -0.8, DAX1 inh-1 0.5, ssDAF12 agonist -0.2, DAX1 inh-2 0.1, PLCb3 inh 5, hgDAF-12 ag 9.0, PLC-gamma1 inh 6 and MBD2 inh -5.

Compounds from the list above that contain fluorine (2):
COc1ccc(C2N(c3ccc(F)cc3)C(=O)C3CCCN32)cc1 (stereo not drawn) was read as Rev-erbA mod 7, ADAM17 inh -3, SMARCA2 act 0, hcDAF12 agonist 0.1, DAX1 inh-1 1.3, ssDAF12 agonist -1.1, DAX1 inh-2 5.2*, PLCb3 inh -2, hgDAF-12 ag 4.3, PLC-gamma1 inh 0 and MBD2 inh 4.
For N#Cc1c(-c2ccc(F)cc2)noc1N the results were Rev-erbA mod -2, ADAM17 inh -1, SMARCA2 act 1, hcDAF12 agonist -1.2, DAX1 inh-1 0.2, ssDAF12 agonist -0.6, DAX1 inh-2 1.0, PLCb3 inh 0, hgDAF-12 ag -1.2, PLC-gamma1 inh 2 and MBD2 inh -1.
